ABCB6 inh MLPCN: blocks the human ABCB6 transporter. 360,000 tested, 0.19% active. fluorescence ratio to DMSO, % at 10 µM. Q9NP58. K562-ABCB6 porphyrin accumulation, flow cytometry, 1 h; stronger effect = lower value;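 active = fluorescence ratio to DMSO below 75%, the collection mean minus 3 SD; inconclusive = too few cells collected in the well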;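 note: signal is porphyrin accumulated inside mitochondria; 100% equals median channel fluorescence of DMSO control wells; lower ratio means ABCB6 inhibition with less porphyrin fluorescence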
Target sequence (Q9NP58 whole entry, looked up): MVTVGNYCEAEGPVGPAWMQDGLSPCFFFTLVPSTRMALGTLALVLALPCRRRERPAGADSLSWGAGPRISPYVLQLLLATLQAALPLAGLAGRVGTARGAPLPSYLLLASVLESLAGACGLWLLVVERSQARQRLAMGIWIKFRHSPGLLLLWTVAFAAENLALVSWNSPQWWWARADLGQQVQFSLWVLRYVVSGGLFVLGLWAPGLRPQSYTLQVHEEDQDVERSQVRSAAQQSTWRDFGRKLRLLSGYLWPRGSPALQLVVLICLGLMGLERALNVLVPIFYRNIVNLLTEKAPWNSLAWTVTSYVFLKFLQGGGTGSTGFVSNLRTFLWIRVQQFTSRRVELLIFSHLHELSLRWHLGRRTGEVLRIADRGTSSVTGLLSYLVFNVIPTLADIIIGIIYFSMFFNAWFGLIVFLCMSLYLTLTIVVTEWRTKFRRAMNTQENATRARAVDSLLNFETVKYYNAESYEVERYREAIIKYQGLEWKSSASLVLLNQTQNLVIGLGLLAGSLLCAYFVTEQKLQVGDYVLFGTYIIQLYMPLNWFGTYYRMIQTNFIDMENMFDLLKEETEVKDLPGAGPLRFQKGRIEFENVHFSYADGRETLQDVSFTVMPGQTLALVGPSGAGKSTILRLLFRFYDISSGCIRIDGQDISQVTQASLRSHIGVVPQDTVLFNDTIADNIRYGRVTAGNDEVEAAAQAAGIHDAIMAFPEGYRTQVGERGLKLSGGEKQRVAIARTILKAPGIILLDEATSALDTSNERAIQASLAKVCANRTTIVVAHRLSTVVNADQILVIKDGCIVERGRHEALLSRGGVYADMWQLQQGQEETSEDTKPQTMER
N-glyco inh: blocks N-linked glycosylation in D54 reporter cells | D54 ERlucT glycosylation luciferase reporter, 24 h; percent of 100 nM tunicamycin response | reporter increase, % at 12.5 µM | 360,000 tested, 0.23% active | AID 588692;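 active = mean luciferase reporter signal, scaled so untreated is 0 and the glycosylation-blocking control 100, at or above a set limit in every replicate; inconclusive = mean reaches the limit but not every replicate does; inactive = mean below the limit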;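 note: luciferase carries N-glycosylation sites so blocking glycosylation raises the light; 0% = median of neutral control wells and 100% = median of 100 nM tunicamycin wells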
MC4R ag barr: activates human MC4R beta-arrestin recruitment. U2OS MC4R beta-arrestin complementation, luminescence; percent of melanotan II response, DMSO zero. activation, % at 8.9 µM. 360,000 tested, 0.98% active. AID 540308;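 active = activation above a per-plate cutoff, the mean activation of sample wells on that plate plus 3 SD, cut at about 8% in these data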
m5-HT2A agonist: activates the mouse 5-HT2A serotonin receptor. 360,000 tested, 0.66% active. P35363. activation, % at 7.6 µM. CHO-K1 mHTR2A beta-arrestin complementation, luminescence; percent of 30 µM serotonin response;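 active = activation above a run cutoff, the mean activation of all tested compounds plus 3 SD, cut at about 14% in these data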;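 note: 0% = plate median of compound wells and 100% = 30 µM serotonin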
CaV13 FRET inh: Primary screen for inhibitors of IQ motif and Ca2+-dependent inactivation inhibitor domain binding in CACNA1D, Förster resonance energy transfer in living cells, … | HEK cells, CFP/YFP FRET ICDI-IQ, plate reader, 10 min; percent FRET-ratio fall versus neutral wells | inhibition, % at 12.3 µM | 340,000 tested, 0.098% active | AID 743397;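 active = mean replicate inhibition of at least 30% and at least 1% of replicates passing that level; inconclusive = only one of the two criteria is met; inactive = neither criterion is met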;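 note: 0% = median of the neutral control wells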
H9c2 protect: modulators protecting cardiomyocytes from myocardial damage. H9c2 cardiomyocytes, H2O2 injury protection, ATPLite, 2 h. protection from H2O2 cell death, % at 20 µM. 360,000 tested, 0.63% active;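 active = compounds giving at least 50% protection of heart cells from peroxide-induced death in the single-dose screen, raw or plate-pattern-corrected value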;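 note: 0% = DMSO wells with peroxide and 100% = DMSO wells without peroxide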
ABHD5 PLIN5 PPI: ABHD5-PLIN5 protein interaction inhibition. AID 602281. Q00G26+Q8WTS1. 360,000 tested, 0.78% active. inhibition, % at 4 µM. Split G. princeps luciferase complementation, luminescence, 4 h;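 active = inhibition above the mean inhibition across every tested compound plus 3 SD, cut at about 22% in these data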;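 note: 0% = DMSO only wells and the 100% control is not disclosed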
MC4R antagonist: human MC4R antagonism in cAMP assay; P32245; MC4R-expressing cells, MTII-stimulated cAMP, LANCE TR-FRET; inhibition, % at 6.5 µM; 360,000 tested, 0.48% active; AID 540295;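 active = inhibition above its plate's cutoff, the mean of tested wells on that plate plus 3 SD, cut at about 29% in these data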;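 note: 0% = Melanotan II alone and 100% = Melanotan II plus saturating MCL0020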
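system = U2OS cells with stable human MC4R expression | also added = Melanotan II challenge after compound preincubation | dosing = one concentration, 6.5 µM nominal | incubation = compound 30 min, challenge 1 h, detection 1 h | measured by = TR-FRET with Eu-cAMP and labeled anti-cAMP, 671 nm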
PDI turbidity: PDI (human) enzyme inhibition; P07237; PDI insulin aggregation turbidity, A650, 90 min; inhibition, % at 10 µM; 350,000 tested, 0.052% active;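 active = mean inhibition across replicates of 30% or more, whatever share of single replicates reach that level; inconclusive = mean inhibition below 30% while every single replicate reaches 30%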;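 note: absorbance from insulin aggregation driven by PDI reduction with DTT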
Exocytosis inh: lytic granule exocytosis inhibition; TALL-104 LAMP-1 surface exposure, flow cytometry; cells stimulated with thapsigargin and PMA; inhibition, % at 10 µM; 360,000 tested, 0.66% active; AID 651702;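 active = inhibition above about 55%, limit read from the data; inconclusive = no clear call, values can overlap the other calls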
Starred values were filed as active, the others as inactive. Rows are unselected. Share with any hit: about 4.2%.

For O=C(NCCC(=O)N1CCc2ccccc21)c1ccccc1Cl the results were ABCB6 inh MLPCN 91, N-glyco inh 0, MC4R ag barr 0.9, m5-HT2A agonist -3, CaV13 FRET inh -6, H9c2 protect 1, ABHD5 PLIN5 PPI -8, MC4R antagonist 0, PDI turbidity 6 and Exocytosis inh 4.
For COC(=O)CS(=O)(=O)c1ccsc1C(=O)Nc1ccc(F)c(F)c1 the results were ABCB6 inh MLPCN 98, N-glyco inh 1, MC4R ag barr 0.9, m5-HT2A agonist 5, CaV13 FRET inh -4, H9c2 protect 4, ABHD5 PLIN5 PPI -7, MC4R antagonist 4, PDI turbidity -5 and Exocytosis inh 3.
`O=[N+]([O-])c1ccc(C(O)C[n+]2ccccc2)cc1` (stereo unspecified) gave ABCB6 inh MLPCN 104, N-glyco inh -2, MC4R ag barr -1.1, m5-HT2A agonist -1, H9c2 protect 4, ABHD5 PLIN5 PPI 1, MC4R antagonist 2, PDI turbidity -2 and Exocytosis inh -11.
For Cc1c(S(=O)(=O)Nc2cccc(Cl)c2)c(=O)n(C)c(=O)n1C the results were ABCB6 inh MLPCN 95, N-glyco inh 0, MC4R ag barr 0.9, m5-HT2A agonist -7, CaV13 FRET inh 2, H9c2 protect 8, ABHD5 PLIN5 PPI 9, MC4R antagonist 11 and Exocytosis inh 9.
For O=[N+]([O-])c1cc([N+](=O)[O-])c(Oc2cc(Cl)ccc2Cl)cc1NC1CCCCCCC1 the results were ABCB6 inh MLPCN 102, N-glyco inh -8, MC4R ag barr 0.4, m5-HT2A agonist 8, CaV13 FRET inh -5, H9c2 protect -8, ABHD5 PLIN5 PPI 0, MC4R antagonist 13, PDI turbidity 8 and Exocytosis inh 1.
Cc1oc(-c2ccccc2)[n+]([O-])c1C was read as ABCB6 inh MLPCN 99, N-glyco inh 1, MC4R ag barr -2.8, m5-HT2A agonist -4, CaV13 FRET inh -3, H9c2 protect 5, ABHD5 PLIN5 PPI -4, MC4R antagonist 5, PDI turbidity 6 and Exocytosis inh 6.
Cc1csc2nc(CSc3ccc(Cl)cc3)cn12 was read as ABCB6 inh MLPCN 96, N-glyco inh -8, MC4R ag barr -2.4, m5-HT2A agonist -6, H9c2 protect -10, ABHD5 PLIN5 PPI -9, MC4R antagonist -1, PDI turbidity 9 and Exocytosis inh -1.
Screening CCOC(=O)c1ccc2nc(Nc3nc4ccc(F)cc4s3)sc2c1 returned ABCB6 inh MLPCN 86, N-glyco inh -21, MC4R ag barr -2.1, m5-HT2A agonist -1, CaV13 FRET inh -13, H9c2 protect -16, ABHD5 PLIN5 PPI 0, MC4R antagonist 4, PDI turbidity 1 and Exocytosis inh 1.
`CCCCCCCCC(c1nc2ccccc2[nH]1)N1CCN=C1c1cc2ccccc2[nH]1` (stereo unspecified) gave ABCB6 inh MLPCN 101, N-glyco inh -8, m5-HT2A agonist -2, CaV13 FRET inh -3, H9c2 protect -14, ABHD5 PLIN5 PPI 0 and Exocytosis inh 76*.
For CCOc1ccc(NC(=O)c2ccc(-n3cccn3)nc2)cc1 the results were ABCB6 inh MLPCN 102, N-glyco inh -2, MC4R ag barr -1.9, m5-HT2A agonist 3, CaV13 FRET inh -5, H9c2 protect -8, ABHD5 PLIN5 PPI -2, MC4R antagonist 11, PDI turbidity -5 and Exocytosis inh 1.
Screening O=C(NCc1ccccc1)C1=C[C@H](c2ccc(Br)cc2)C[C@H](OCCCCO)O1 returned ABCB6 inh MLPCN 98, N-glyco inh -1, MC4R ag barr -0.6, m5-HT2A agonist -8, CaV13 FRET inh -6, H9c2 protect 0, ABHD5 PLIN5 PPI 2, MC4R antagonist 2, PDI turbidity -1 and Exocytosis inh 0.
Screening O=C(CSc1nc(C(F)(F)F)cc(=O)[nH]1)N1CCOCC1 returned ABCB6 inh MLPCN 102, N-glyco inh 5, MC4R ag barr -0.5, m5-HT2A agonist -3, CaV13 FRET inh -3, H9c2 protect -2, ABHD5 PLIN5 PPI 3, MC4R antagonist 12, PDI turbidity -4 and Exocytosis inh 2.
COc1ccc2nc(NC(=S)NC(=O)c3ccco3)sc2c1 was read as ABCB6 inh MLPCN 97, N-glyco inh -8, MC4R ag barr -1.5, m5-HT2A agonist -3, CaV13 FRET inh -4, H9c2 protect -13, ABHD5 PLIN5 PPI 1, MC4R antagonist 3, PDI turbidity -1 and Exocytosis inh -7.
For O=C(O)C1C2C=CC(C2)C1C(=O)NCc1cccs1 (stereo unspecified) the results were ABCB6 inh MLPCN 99, N-glyco inh -3, MC4R ag barr -1.0, m5-HT2A agonist 3, CaV13 FRET inh -6, H9c2 protect 1, ABHD5 PLIN5 PPI -6, MC4R antagonist -7, PDI turbidity 4 and Exocytosis inh -2.
Screening O=C1C2CCCCN2C(=O)N1CCN1CCN(c2cccc(Cl)c2)CC1 (stereo unspecified) returned ABCB6 inh MLPCN 100, N-glyco inh 0, MC4R ag barr -1.6, m5-HT2A agonist -4, CaV13 FRET inh inconclusive, H9c2 protect -3, ABHD5 PLIN5 PPI -3, MC4R antagonist 17, PDI turbidity 4 and Exocytosis inh -6.
For Cc1nnc(SCC(=O)Nc2ccc(-c3nc4ccccc4s3)cc2)s1 the results were ABCB6 inh MLPCN 96, N-glyco inh -17, MC4R ag barr 0.6, m5-HT2A agonist 0, CaV13 FRET inh -2, H9c2 protect -14, ABHD5 PLIN5 PPI -1, MC4R antagonist 3, PDI turbidity 1 and Exocytosis inh -4.
For C[C@@H]1CN(C(=O)c2nc3ccc(Cl)cn3c2CN[C@H]2CCCCNC2=O)C[C@H](C)O1 the results were ABCB6 inh MLPCN 100, N-glyco inh 2, MC4R ag barr -1.5, m5-HT2A agonist 4, CaV13 FRET inh -4, H9c2 protect -1, ABHD5 PLIN5 PPI -3, MC4R antagonist 6, PDI turbidity 11 and Exocytosis inh 0.
Cc1n[nH]c(=O)c2c(NC(=O)CSc3nc4ccccc4c(=O)n3CCCOC(C)C)oc(C)c12 was read as ABCB6 inh MLPCN 99, N-glyco inh -1, MC4R ag barr -2.3, m5-HT2A agonist 3, CaV13 FRET inh -3, H9c2 protect 18, ABHD5 PLIN5 PPI 3, MC4R antagonist 7, PDI turbidity 7 and Exocytosis inh 3.
For C=CC[C@@H](CC(=O)N[C@H](CO)Cc1ccccc1)C(=O)N[C@H](COC(=O)[C@@H](CC=C)Cc1ccc(F)cc1)Cc1c[nH]c2ccccc12 the results were ABCB6 inh MLPCN 94, N-glyco inh -7, MC4R ag barr 0.8, m5-HT2A agonist 1, CaV13 FRET inh -4, H9c2 protect -10, ABHD5 PLIN5 PPI -5, MC4R antagonist 11, PDI turbidity 16 and Exocytosis inh 2.
CCNC(=O)C1(C)CCCN(C(=O)c2sccc2C)C1 (stereo unspecified) was read as ABCB6 inh MLPCN 104, N-glyco inh 2, MC4R ag barr -0.6, m5-HT2A agonist -7, CaV13 FRET inh -7, H9c2 protect 1, ABHD5 PLIN5 PPI -6, MC4R antagonist 17, PDI turbidity -7 and Exocytosis inh -4.
Screening CCC/C=C/c1ccc(CN2C(CC(C)C)C(=O)N(Cc3cn(CC4CCCCC4)nn3)CCS2(=O)=O)cc1 (stereo unspecified) returned ABCB6 inh MLPCN 99, N-glyco inh -7, MC4R ag barr -1.1, m5-HT2A agonist -1, CaV13 FRET inh -7, H9c2 protect -8, ABHD5 PLIN5 PPI -9, MC4R antagonist 10, PDI turbidity -3 and Exocytosis inh 2.
O=C(NC1=C(NC2CCS(=O)(=O)C2)C(=O)c2ccccc2C1=O)c1ccccc1 (stereo unspecified) was read as ABCB6 inh MLPCN 107, N-glyco inh 5, MC4R ag barr -2.9, m5-HT2A agonist -3, CaV13 FRET inh -4, H9c2 protect -24, ABHD5 PLIN5 PPI -4, MC4R antagonist -3, PDI turbidity -2 and Exocytosis inh 11.
`CCOC(=O)c1c(C)c(C(=O)NCc2ccccn2)c(C)n1CC` gave ABCB6 inh MLPCN 98, N-glyco inh -1, MC4R ag barr -1.9, m5-HT2A agonist 1, CaV13 FRET inh -3, H9c2 protect 6, ABHD5 PLIN5 PPI 0, MC4R antagonist 2, PDI turbidity 2 and Exocytosis inh 1.
Screening Cc1noc(C)c1COC(=O)c1cnc(Cl)c(Cl)c1 returned ABCB6 inh MLPCN 98, N-glyco inh -2, MC4R ag barr -3.3, m5-HT2A agonist 5, CaV13 FRET inh 2, H9c2 protect -6, ABHD5 PLIN5 PPI 3, MC4R antagonist 30*, PDI turbidity 5 and Exocytosis inh -1.
COc1ccc2c(c1)c(C(=O)CN1CCc3ccccc3C1)c(C)n2C was read as ABCB6 inh MLPCN 102, N-glyco inh 0, MC4R ag barr 1.1, m5-HT2A agonist 5, CaV13 FRET inh -20, H9c2 protect -5, ABHD5 PLIN5 PPI 12, MC4R antagonist 16, PDI turbidity 0 and Exocytosis inh 17.
`O=C(Nc1c(-c2ccccc2)nc2c(Br)cc(Br)cn12)c1ccco1` gave ABCB6 inh MLPCN 95, N-glyco inh -3, MC4R ag barr -0.3, m5-HT2A agonist 2, CaV13 FRET inh -3, H9c2 protect 12, ABHD5 PLIN5 PPI 3, MC4R antagonist 6, PDI turbidity 5 and Exocytosis inh -3.
For CCC(C)[C@@H](N)C(=O)N/N=C/c1ccc2ncccc2c1 (stereo partly specified) the results were ABCB6 inh MLPCN 100, N-glyco inh -2, MC4R ag barr -0.1, m5-HT2A agonist 1, CaV13 FRET inh -14, H9c2 protect -1, ABHD5 PLIN5 PPI -2, MC4R antagonist 5, PDI turbidity -5 and Exocytosis inh -1.
O=C(O)c1cccc(S(=O)(=O)N2CCSCC2)c1 was read as ABCB6 inh MLPCN 103, N-glyco inh 0, MC4R ag barr 3.0, m5-HT2A agonist -1, CaV13 FRET inh -4, H9c2 protect 2, ABHD5 PLIN5 PPI -3, MC4R antagonist -3, PDI turbidity -2 and Exocytosis inh -3.
For Cc1ccc(NC(=S)NCc2ccc(F)cc2)c(C)c1 the results were ABCB6 inh MLPCN 99, N-glyco inh -2, MC4R ag barr -1.1, m5-HT2A agonist -1, CaV13 FRET inh -20, H9c2 protect -3, ABHD5 PLIN5 PPI 19, MC4R antagonist 7, PDI turbidity -2 and Exocytosis inh 10.
`COc1ccccc1NC(=O)CN1C(=O)COc2ccc(S(=O)(=O)N3CCC(C)CC3)cc21` gave ABCB6 inh MLPCN 98, N-glyco inh -4, MC4R ag barr -1.4, m5-HT2A agonist 10, CaV13 FRET inh -3, H9c2 protect 0, ABHD5 PLIN5 PPI 2, MC4R antagonist 8, PDI turbidity 0 and Exocytosis inh 2.
Screening COC(=O)C[C@H]1C=C[C@H](NC(=O)Nc2ccccc2)[C@@H](CO)O1 returned m5-HT2A agonist 7, CaV13 FRET inh -6, ABHD5 PLIN5 PPI 8 and Exocytosis inh -4.

Bioassay records from PubChem BioAssay.
